S100A4 MyoIIA: S100A4-myosin IIA interaction inhibition. P26447. S100A4/TAMRA-MyoIIA peptide fluorescence polarization. inhibition, % at 10.7 µM. hit rate 0.14% among 360,000;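 active = mean inhibition of at least 70% across replicates, with every replicate also reaching that level; inconclusive = mean inhibition reaches 70% but some replicates fall short; inactive = mean inhibition below 70%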
Target sequence (P26447 whole entry, looked up): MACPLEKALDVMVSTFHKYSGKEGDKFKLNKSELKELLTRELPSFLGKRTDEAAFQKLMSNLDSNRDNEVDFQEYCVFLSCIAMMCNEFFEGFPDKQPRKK
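Material: S100A4 monomer protein / Buffer or medium: 50 mM HEPES pH 7.2, 10 mM CaCl2, 100 mM KCl / Times: 5 min incubation before reading / Benchmarks: neutral control DMSO, positive control TFP / Reagent: labelled myosin peptide probe, 5 nM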
PglD inh: inhibitors of Campylobacter jejuni PglD acetyltransferase | purified PglD enzyme, DTNB colorimetric CoA detection | inhibition, % at 12.5 µM | hit rate 0.098% among 360,000; in the data active = inhibition above about 16%, passing the limit was not always enough; inconclusive = no clear call, values can overlap the other calls; also: strong numbers were not always called active
SIRT5 block: sirtuin-5 (human) deacylase inhibition. Q9NXA8. inhibition, % at 15 µM. AID 652115. Purified SirT5, succinyl-peptide AMC, trypsin-coupled fluorescence. hit rate 1.1% among 330,000; in the data active = inhibition above about 15%; inconclusive = no clear call, values can overlap the other calls
Target sequence (Q9NXA8 whole entry, looked up): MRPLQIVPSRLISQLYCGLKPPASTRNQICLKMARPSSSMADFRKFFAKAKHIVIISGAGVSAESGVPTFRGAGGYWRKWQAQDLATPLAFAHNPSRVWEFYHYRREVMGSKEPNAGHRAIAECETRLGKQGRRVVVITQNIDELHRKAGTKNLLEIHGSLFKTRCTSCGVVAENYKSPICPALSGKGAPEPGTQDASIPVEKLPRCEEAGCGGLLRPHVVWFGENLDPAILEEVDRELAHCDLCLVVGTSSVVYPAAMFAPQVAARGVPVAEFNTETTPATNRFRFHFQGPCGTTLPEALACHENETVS
ERp5 inh: ERp5 (human) disulfide isomerase inhibition. ERp5 insulin aggregation, absorbance 650 nm, 90 min. inhibition, % at 9.99 µM. hit rate 0.05% among 350,000. AID 651711;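 active = mean replicate inhibition above about 25%, with every replicate also reaching it, limit read from the data, passing the limit was not always enough; inconclusive = only one of those two criteria met; inactive = neither criterion met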
C2C12 statin: protects C2C12 myotubes from simvastatin toxicity; ATP luminescence, 48 h; scaled: DMSO 0, geranylgeraniol control 100; rescue of ATP level, % at 7.49 µM; hit rate 0.78% among 330,000; AID 602340;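 active = mean ATP rescue above about 67%, or every replicate alone reaching that limit, limit read from the data, passing the limit was not always enough; inconclusive = no clear call, values can overlap the other calls; inactive = mean under the limit and some replicate under it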;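 also: myotubes were challenged with 10 µM simvastatin during compound exposure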
DENV2 CPE rescue: inhibitors of DENV2 cytopathic effect | hit rate 1.7% among 350,000 | DENV2-infected cells, cytopathic effect rescue, plate reader | CPE inhibition, % at 9.99 µM; in the data active = CPE inhibition above about 20%, passing the limit was not always enough; inconclusive = no clear call, values can overlap the other calls; tested in BHK-21 cells;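 also: 0% = median of neutral control wells and 100% = median of positive control wells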
E-sel inducer: induces E-selectin expression in human endothelial cells; P16581; HUVEC E-selectin immunofluorescence imaging; normalized: neutral wells 0, TNF-alpha wells 100; activation, % at 7.58 µM; hit rate 0.37% among 260,000; AID 686992;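 active = mean E-selectin-positive cell signal at least 10% of the positive control, reached in at least 60% of replicates, without over 20% cell loss; inconclusive = no rule given, readout overlaps actives, possibly toxicity-flagged; inactive = the rest, including those meeting only one limit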;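 also: in these data hits start at about 27%; measured in HUVEC primary endothelial cells; signal is the percent of cells scored E-selectin positive by PE staining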
Target sequence (P16581 whole entry, looked up): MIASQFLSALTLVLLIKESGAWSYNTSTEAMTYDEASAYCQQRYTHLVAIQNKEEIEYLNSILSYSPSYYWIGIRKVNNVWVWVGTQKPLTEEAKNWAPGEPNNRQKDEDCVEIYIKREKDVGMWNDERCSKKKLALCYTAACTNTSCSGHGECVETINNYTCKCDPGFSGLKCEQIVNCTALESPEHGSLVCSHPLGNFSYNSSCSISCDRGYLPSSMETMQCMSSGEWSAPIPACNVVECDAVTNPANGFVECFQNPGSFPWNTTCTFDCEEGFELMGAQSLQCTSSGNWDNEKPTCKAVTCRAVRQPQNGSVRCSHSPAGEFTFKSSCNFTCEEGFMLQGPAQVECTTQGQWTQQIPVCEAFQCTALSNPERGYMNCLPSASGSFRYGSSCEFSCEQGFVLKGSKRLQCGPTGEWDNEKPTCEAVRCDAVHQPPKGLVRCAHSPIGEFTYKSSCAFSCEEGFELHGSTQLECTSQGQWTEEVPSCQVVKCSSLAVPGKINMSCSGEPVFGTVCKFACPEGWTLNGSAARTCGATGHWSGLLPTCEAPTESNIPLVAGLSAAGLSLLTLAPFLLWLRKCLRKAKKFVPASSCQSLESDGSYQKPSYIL
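System: HUVEC / Compound: single concentration / Signal: immunofluorescence imaging / Read-out: percent E-selectin-positive cells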
* hit, by the source's call. Only part of the results is shown; rates above refer to the full screens.

CCS(=O)(=O)N1N=C(c2cccs2)CC1c1cc2cc(C)ccc2nc1Cl (configuration not stated) was read as S100A4 MyoIIA -5, PglD inh 2, SIRT5 block 1, ERp5 inh 5, C2C12 statin 18, DENV2 CPE rescue 5 and E-sel inducer 2.7.
`CC1(Cc2ccccc2Cl)C(=O)Nc2ccc(OC(F)(F)F)cc21` (configuration not stated) gave S100A4 MyoIIA 0, PglD inh 1, SIRT5 block 7, ERp5 inh -3, C2C12 statin 4, DENV2 CPE rescue -7 and E-sel inducer 0.1.
Screening O=C(COc1ccc2c(-c3ccccc3)cc(=O)oc2c1)NC1CCS(=O)(=O)C1 (configuration not stated) returned S100A4 MyoIIA -5, PglD inh 0, ERp5 inh -3, C2C12 statin 5 and DENV2 CPE rescue 143*.
Screening CCn1cc(C(=O)O)c(=O)c2cnc(N3CCN(C(=S)Nc4ccccc4Cl)CC3)nc21 returned S100A4 MyoIIA 7, PglD inh 1, SIRT5 block 16*, ERp5 inh 2, C2C12 statin -4, DENV2 CPE rescue -8 and E-sel inducer 2.7.
For COC(=O)C1=C[C@@H](C(=O)OC)[C@@H]2C3=C(C(=O)[C@@]2(C)NC(=O)c2ccccc2)[C@H](C)C(C(=O)OC)=C(C(=O)OC)[C@@H]3C1 the results were S100A4 MyoIIA -2, PglD inh -5, SIRT5 block -3, ERp5 inh 3, C2C12 statin -4, DENV2 CPE rescue 24* and E-sel inducer 0.0.
`Cc1cc(=O)oc2cc(OCC(=O)Nc3nccs3)ccc12` gave S100A4 MyoIIA -1, PglD inh 2, SIRT5 block -3, ERp5 inh 10, C2C12 statin -9, DENV2 CPE rescue 1 and E-sel inducer 0.0.
O=C(Nc1ccc2c(c1)OCO2)c1csc([C@H]2C[C@H](O)[C@@H](CO)O2)n1 was read as S100A4 MyoIIA -1, PglD inh 1, SIRT5 block -2, ERp5 inh -1, C2C12 statin -3, DENV2 CPE rescue -2 and E-sel inducer 0.3.
Screening CC(=O)c1c(C)[nH]c(C(=O)COC(=O)CN2C(=O)C3CCCCC3C2=O)c1C (configuration not stated) returned S100A4 MyoIIA 3, PglD inh 2, SIRT5 block 0, ERp5 inh -7, C2C12 statin 9, DENV2 CPE rescue -5 and E-sel inducer 0.3.
COc1ccc(-c2ccc3c(c2)c(Sc2ccccc2)c(-c2cc(OC)cc(OC)c2)n3C)cc1 was read as S100A4 MyoIIA -21, SIRT5 block -6, ERp5 inh 2, DENV2 CPE rescue 13 and E-sel inducer -0.1.
Screening CCC(=O)N(CC(=O)Nc1sc(C)c(C)c1C(N)=O)C1CCCCC1 returned S100A4 MyoIIA 0, PglD inh 2, SIRT5 block -2, ERp5 inh 6, C2C12 statin -3 and DENV2 CPE rescue -5.
For O=C(NCc1ccc2c(c1)OCO2)Nc1cccc2ccccc12 the results were S100A4 MyoIIA -4, PglD inh 1, SIRT5 block 1, ERp5 inh 6, C2C12 statin 52, DENV2 CPE rescue 4 and E-sel inducer 1.6.
Screening CC1=CC(C)(C)NC(=S)N1CCO returned S100A4 MyoIIA -4, PglD inh 1, SIRT5 block -2, ERp5 inh 1, C2C12 statin -1, DENV2 CPE rescue 1 and E-sel inducer 0.6.

Reprinted at random: 2 entries already listed.
For O=C(NCc1ccc2c(c1)OCO2)Nc1cccc2ccccc12 the results were S100A4 MyoIIA -4, PglD inh 1, SIRT5 block 1, ERp5 inh 6, C2C12 statin 52, DENV2 CPE rescue 4 and E-sel inducer 1.6.
For COC(=O)C1=C[C@@H](C(=O)OC)[C@@H]2C3=C(C(=O)[C@@]2(C)NC(=O)c2ccccc2)[C@H](C)C(C(=O)OC)=C(C(=O)OC)[C@@H]3C1 the results were S100A4 MyoIIA -2, PglD inh -5, SIRT5 block -3, ERp5 inh 3, C2C12 statin -4, DENV2 CPE rescue 24* and E-sel inducer 0.0.

The list continues.
`O=C(c1cccc(F)c1)N1CCCCN2[C@H](C1)[C@H](c1ccc(-c3cncnc3)cc1)[C@@H]2CO` gave S100A4 MyoIIA 3, PglD inh 3, SIRT5 block 2, ERp5 inh 2, C2C12 statin -2, DENV2 CPE rescue -3 and E-sel inducer 0.0.
Screening COc1ccc(NC(=O)Nc2ccc3c(c2)CC(=O)N([C@@H](C)CO)C[C@H](C)[C@@H](CN(C)C)O3)cc1 returned S100A4 MyoIIA 2, PglD inh 11, SIRT5 block -1, ERp5 inh 5, C2C12 statin -20, DENV2 CPE rescue -4 and E-sel inducer -5.1.
Screening CCCC(=O)Nc1nnc(CCOC)s1 returned S100A4 MyoIIA -3, SIRT5 block -1, ERp5 inh -2 and DENV2 CPE rescue 5.
Screening Cc1nc2ccc(NS(=O)(=O)c3ccc(F)cc3F)cc2s1 returned S100A4 MyoIIA 0, PglD inh -2, SIRT5 block -1, ERp5 inh -1, C2C12 statin -5, DENV2 CPE rescue 6 and E-sel inducer -1.7.
`COc1ccc(C#Cc2ccc3c(c2)[C@H]2[C@H](CCN2C(=O)CC2CC2)[C@@H](CO)N3)cc1` gave S100A4 MyoIIA 1, PglD inh 2, SIRT5 block 3, ERp5 inh 12, C2C12 statin 9, DENV2 CPE rescue 4 and E-sel inducer 1.4.
`COc1ccccc1Cc1c(C2CCCCC2)nc2ccc(Br)cn12` gave S100A4 MyoIIA -4, PglD inh 0, SIRT5 block -4, ERp5 inh 3, C2C12 statin -46, DENV2 CPE rescue -3 and E-sel inducer 0.3.
For CC(C)C#Cc1ccc([C@@H]2[C@@H](CO)N(C(=O)C3CCOCC3)[C@H]2C#N)cc1 the results were S100A4 MyoIIA -2, PglD inh 1, SIRT5 block 1, ERp5 inh -1, C2C12 statin -13, DENV2 CPE rescue 9 and E-sel inducer 0.7.
C[C@@H]1CCCCO[C@@H](CN(C)C(=O)NC2CCCCC2)[C@@H](C)CN([C@H](C)CO)C(=O)c2cc(NC(=O)Nc3ccc(F)cc3)ccc2O1 was read as S100A4 MyoIIA -40, PglD inh 2, SIRT5 block -1, ERp5 inh -2 and DENV2 CPE rescue -5.
`CCOC(=O)C(Cc1ccccc1)C(=O)NCc1ccccc1` (configuration not stated) gave S100A4 MyoIIA -6, PglD inh -7, SIRT5 block 10, ERp5 inh 3, C2C12 statin -5 and DENV2 CPE rescue 5.
`Cc1cc(-c2cc(-c3ccc(Cl)cc3)on2)nc(NC2CCCC2)n1` gave S100A4 MyoIIA 4, PglD inh 0, ERp5 inh 0, C2C12 statin 6, DENV2 CPE rescue 3 and E-sel inducer -0.1.
For CC1(C)Cc2c(sc3c2c(N)nc(=S)n3Cc2ccccc2)CO1 the results were S100A4 MyoIIA -1, SIRT5 block 6, ERp5 inh 3, DENV2 CPE rescue 1 and E-sel inducer 1.7.
Screening COc1ccc(-n2c3c(c(=O)[nH]c2=O)C(NC(C)=O)(C(F)(F)F)C(=O)N3)cc1 (configuration not stated) returned S100A4 MyoIIA -3, PglD inh -3, SIRT5 block -2, ERp5 inh -1, C2C12 statin -1, DENV2 CPE rescue 3 and E-sel inducer 0.4.
`CCN(CC)CCNC(=O)C1CCCCN1S(=O)(=O)c1cccc([N+](=O)[O-])c1` (configuration not stated) gave S100A4 MyoIIA 2, PglD inh 1, SIRT5 block -5, ERp5 inh -7, C2C12 statin 0, DENV2 CPE rescue -2 and E-sel inducer 0.1.
`O=C(Nc1ccc2nc(C(F)(F)F)[nH]c2c1)[C@@H]1O[C@H](CO)[C@@H](O)[C@H]1O` gave S100A4 MyoIIA -3, PglD inh 9, ERp5 inh 4, C2C12 statin 8, DENV2 CPE rescue 5 and E-sel inducer 0.0.
For O=C(CC1C(=O)NCCN1Cc1cccc(C(F)(F)F)c1)NCCCOc1cccnc1 (configuration not stated) the results were S100A4 MyoIIA 2, PglD inh -3, SIRT5 block -2, ERp5 inh -3, C2C12 statin -4 and DENV2 CPE rescue 0.
For Cc1ccc(CC(NC(=O)c2ccc(C)cc2)C(=O)O)cc1 (configuration not stated) the results were S100A4 MyoIIA -12, PglD inh 2, SIRT5 block -2, ERp5 inh -4, C2C12 statin 3, DENV2 CPE rescue -2 and E-sel inducer 0.3.
`Cc1ccc(Cc2c(-c3cccc(Cl)c3)nc3cc(C)c(Br)c(C)n23)cc1` gave S100A4 MyoIIA -6, PglD inh -3, SIRT5 block -5, ERp5 inh 4, C2C12 statin 32, DENV2 CPE rescue 6 and E-sel inducer 0.7.
COc1cc(CN2CCC(C(=O)NC(c3ccc(-c4ccccc4)cc3)c3cnccn3)CC2)cc(OC)c1 (configuration not stated) was read as S100A4 MyoIIA -1, PglD inh 6, ERp5 inh 0, C2C12 statin -23, DENV2 CPE rescue -2 and E-sel inducer 1.1.
Screening CC1CC(C)CN(C(=S)NC2CCCCC2)C1 (configuration not stated) returned S100A4 MyoIIA -2, SIRT5 block 2, ERp5 inh -6 and E-sel inducer -2.6.
`Cc1oc2ccc(OCc3cccc(Cl)c3)cc2c1C(=O)O` gave S100A4 MyoIIA 3, SIRT5 block 2, ERp5 inh -1 and DENV2 CPE rescue 1.
For CCOc1ccc(CN(C)C(=O)c2cccc(S(=O)(=O)N3CCCC3)c2)cc1OC the results were S100A4 MyoIIA 8, PglD inh -7, SIRT5 block -11, ERp5 inh 3, C2C12 statin 4 and DENV2 CPE rescue 2.
`C[C@@H]1CN([C@H](C)CO)C(=O)c2cc(NC(=O)NC3CCCCC3)ccc2O[C@H]1CN(C)Cc1ccc(C(=O)O)cc1` gave S100A4 MyoIIA 2, PglD inh 4, SIRT5 block 2, ERp5 inh 1, C2C12 statin 5, DENV2 CPE rescue -6 and E-sel inducer 0.8.
For COc1ccc(/C=N/NC(=O)CC(=O)NCc2cccnc2)cc1[N+](=O)[O-] the results were S100A4 MyoIIA 4, PglD inh 1, SIRT5 block 1, ERp5 inh 2, C2C12 statin 2, DENV2 CPE rescue 0 and E-sel inducer 0.8.
For COc1ccccc1NC(=O)Nc1ccc(Cc2ccncc2)cc1 the results were S100A4 MyoIIA 1, SIRT5 block -1, ERp5 inh 1, C2C12 statin 8, DENV2 CPE rescue -3 and E-sel inducer 0.0.
O=C(NCC[C@@H]1CC[C@@H](NC(=O)c2cnccn2)[C@H](CO)O1)Nc1ccc(F)cc1 was read as S100A4 MyoIIA -4, PglD inh 0, SIRT5 block 0, ERp5 inh -2, C2C12 statin -9, DENV2 CPE rescue 10 and E-sel inducer -0.4.
`C#Cc1ccc([C@@H]2C=C(C(=O)OCC=C)O[C@H](OCCCCO)C2)cc1` gave S100A4 MyoIIA -6, PglD inh 1, SIRT5 block -1, ERp5 inh 6, C2C12 statin -7 and DENV2 CPE rescue -1.
`O=C(CSc1nnc(CNC(=O)c2c(F)cccc2F)o1)NCc1ccc(F)cc1` gave S100A4 MyoIIA -3, PglD inh -10, SIRT5 block -2, ERp5 inh 0, C2C12 statin 6, DENV2 CPE rescue inconclusive and E-sel inducer 0.0.
For Cc1cccc(C)c1NC(=O)CN1CCN(CCCC(c2ccc(F)cc2)c2ccc(F)cc2)CC1 the results were S100A4 MyoIIA -2, PglD inh -2, SIRT5 block -1, ERp5 inh -1, C2C12 statin -40, DENV2 CPE rescue 2 and E-sel inducer -0.5.
For C[C@H]1CN([C@@H](C)CO)C(=O)c2cc(NS(=O)(=O)c3ccccc3)ccc2O[C@@H]1CN(C)S(=O)(=O)c1ccccc1 the results were S100A4 MyoIIA 0, PglD inh 6, SIRT5 block 4, ERp5 inh -5, C2C12 statin 15, DENV2 CPE rescue -8 and E-sel inducer -11.
For CCOc1cc(/C=N\NC(=O)OC)ccc1OC(=O)c1ccco1 the results were S100A4 MyoIIA -5, SIRT5 block 2, ERp5 inh -1 and DENV2 CPE rescue 5.
`C[C@H]1CN([C@@H](C)CO)C(=O)CCCn2cc(nn2)CO[C@H]1CN(C)Cc1ccccc1C(=O)O` gave S100A4 MyoIIA 3, PglD inh 1, SIRT5 block -2, ERp5 inh 4, C2C12 statin -14, DENV2 CPE rescue 7 and E-sel inducer 0.7.
For Cc1noc(C)c1C(=O)N1CCCC(C(=O)c2ccc(Cl)cc2)C1 (configuration not stated) the results were S100A4 MyoIIA 3, SIRT5 block -2, ERp5 inh 13, C2C12 statin 4 and DENV2 CPE rescue -2.

Screening data (PubChem BioAssay)
